# Dynein cargo inh – inhibitors of GR-EGFP nuclear translocation, primary screen, dynein cargo transport inhibitor project, imaging, high-content, 3617.4 mouse cells; z-score, hits read low; 220,000 tested, 0.47% active; AID 1381, 2008; test concentration mostly 20 µM; stimulated with dexamethasone, 1 µM; active compounds read low;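 active means plate z-score of nuclear minus cytoplasmic receptor signal below a set negative limit, without overly bright fluorescence or cell loss, cut at about -3.5 in these data, passing the limit was not always enough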;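 further: z-score of nuclear minus cytoplasmic ring GR-EGFP intensity difference per well; some compounds called inactive have numbers as strong as hits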
#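 medium = tetracycline-free induction medium containing charcoal-stripped FBS | also added = 1.0 µM final dexamethasone stimulus | schedule = 48 h induction, 1 h compound, 30 min dex at 37 °C | technique = fixed, Hoechst-stained cells imaged at 10x for EGFP | measure = GR-EGFP nuclear translocation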
# human PMI inhibition – inhibitors of human PMI, primary screen, biochemical, fluorescence intensity, coupled assay (AID 1209). Mannose-6-phosphate isomerase (Homo sapiens). purified PMI enzyme, coupled fluorescence intensity; higher % means a stronger effect. inhibition, % at 20 µM, or IC50 in µM where a hit was titrated. 190,000 tested, 0.42% active; in the data active means inhibition above about 50%;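 further: plate controls were DMSO vehicle for no effect and wells lacking substrate for full effect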
# Hep lipid drop – inhibitors of hepatocyte lipid droplet formation, primary screen, imaging, high-throughput imaging, BODIPY stain. AML12 mouse hepatocytes, oleate lipid droplets. inhibition, % at 6.5 µM. 240,000 tested, 0.4% active. AID 1656, 2009;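 active means lipid droplet intensity inhibited by at least 50%, with more than 500 cells counted; inconclusive means wells with under 300 cells, treated as cytotoxic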
#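 Assay system: AML12 mouse liver cells | Compound dosing: One dose, 6.5 µM compound | Read-out basis: Droplet intensity reduction, % inhibition | Measured by: Fluorescence imaging, 20x objective, two fields per well | Schedule: Overnight treatment with compound plus oleate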
# Insulin prom up – insulin promoter activators in MIN6 cells, imaging, high-content screening, mouse beta cells. MIN6 insulin promoter-GFP reporter; active compounds read high. z-score at 5 µM. 190,000 tested, 0.3% active;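 active means z-score above 3 at 5 µM with at least 500 cells counted in the well; inconclusive means wells under 500 cells, flagged as cytotoxic or low count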
# TNAP activators – human TNAP enzyme activators, primary screen, biochemical, luminescent, no phosphate acceptor, uHTS (AID 1001). purified TNAP, luminescent activation assay, no phosphate acceptor; higher activation fold means a stronger effect. activation fold at 20 µM, or EC50 in µM where a hit was titrated. 200,000 tested, 0.03% active; in the data active means activation fold from about 3, or a potency from the dose series; inactive means the rest, 99 in 100 with activation fold below about 1.6; further: many of its hits are not listed in these tables
# Myeloid diff 2 – induction of myeloid progenitor differentiation, primary screen, cell-based, flow cytometry, MLPCN library; ER-HoxA9 myeloid progenitors, lysozyme-GFP differentiation; calls only at 10 µM; 360,000 tested, 1% active; AID 624256, 2012;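 active means normalized GFP-positive differentiation at or above the plate's own cutoff, the solvent-only control mean plus 3 SD; inconclusive means no clear call, values can overlap the other calls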;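 further: cells exposed to compound for four days before flow analysis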
# MT stabilizer – microtubule stabilizers in HeLa cells, primary screen, imaging, high-content imaging. HeLa tubulin immunostaining HCS, 24 h; share of cells brighter than vehicle mean+2SD. % tubulin-high responders, % at 10 µM. 200,000 tested, 0.83% active. AID 2205, 2009;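 active means plate Z-score above 3 for both tubulin-high and condensed-nucleus cell shares, with cell loss under 80%, at 10 µM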;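 further: anti alpha tubulin signal scored within the nucleus-defined area of each cell; some results filed as inactive read as strong as hits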
# T cell modulator – modulators of CD8 T cell-vesicle binding, primary screen, mouse 2C CD8+ T cells, flow cytometry; calls only at 7 µM; 2C CD8+ T cell-vesicle binding; active compounds read low; 330,000 tested, 0.068% active;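 active means response, share of CD8 T cells binding vesicles, and their 90th percentile fluorescence all below set limits, cut at about 80% in these data, passing the limit was not always enough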
#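 Assay system: 2C TCR transgenic mouse naive CD8+ T cells, MACS-purified | Read-out: CD8+ gate FL2 mean fluorescence as % of same-row positive control | Signal: High-throughput flow cytometry with anti-B7-1 and anti-CD8 staining | Timing: Binding step 1.5 h, 37 °C, antibody labelling 20 min, ice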
# bCat nuc transl – modulators of beta-catenin nuclear translocation, primary screen, imaging, HeLa cells, immunofluorescence, high-content | 190,000 tested, 0.3% active | nuclear translocation activity, % at 5 µM | AID 1665, 2009;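 active means nuclear translocation activity above 50% at 5 µM, with a well cell count of 50 or more; inconclusive means wells under 50 cells across six images, flagged as toxic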;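 further: per-cell ratio of nuclear to cytoplasmic median beta-catenin stain intensity; plate controls were DMSO negative control for no effect and GSK-3 inhibitor IX positive control for full effect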
#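 Read-out: Nuclear/cytoplasmic beta-catenin signal ratio, % activation | Assay system: Human HeLa cell line | Times: 24 h compound exposure at 37°C, 5% CO2 | Signal: Fluorescence imaging of beta-catenin antibody stain plus DAPI | Dosing: 5 µM primary, 0.02–20 µM confirmation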
# Dynein cargo inh cytoplasmic EGFP – further read-out of Dynein cargo inh, marked with its call; z-score; measured here: cytoplasmic GR-EGFP intensity; active compounds read high
# Dynein cargo inh nuclear GR-EGFP – also measured in Dynein cargo inh; calls as there; z-score; measured here: nuclear GR-EGFP intensity;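 lower value marks the stronger effect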
# Dynein cargo inh cell count – further read-out of Dynein cargo inh, marked with its call; z-score; measured here: cell count per field
# Insulin prom up cell count – recorded beside Insulin prom up, whose call it bears; cell count; measured here: cytotoxicity, nuclei count;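 total cells summed across four imaged fields per well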
# Hep lipid drop cells 6.5 µM – also measured in Hep lipid drop; calls as there; cell count; measured here: cell count, cytotoxicity flag;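 cells counted across two imaged fields per well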
# bCat nuc transl cell count 5 µM – recorded beside bCat nuc transl, whose call it bears; cell count; measured here: cell count, cytotoxicity flag
# T cell modulator vesicle-bound % – also measured in T cell modulator; calls as there; double positive events, %; measured here: CD8+ vesicle-bound cell fraction;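 binding gate set so that unloaded-vesicle control wells show 10% double positive cells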
# MT stabilizer Hoechst-high % – second read-out of MT stabilizer, no call of its own (marks repeat the call); % Hoechst-high responders; measured here: nuclear condensation Hoechst responders;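 share of cells brighter than vehicle mean plus two SD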
# MT stabilizer cytotoxicity % – second read-out of MT stabilizer, no call of its own (marks repeat the call); toxicity, %; measured here: cytotoxicity by cell density;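 0% = mean cell density of plate MIN control wells and 100% = no cells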
# Myeloid diff 2 GFP+ MAC1+ % – second read-out of Myeloid diff 2, no call of its own (marks repeat the call); GFP+ MAC1+ double positive, %; measured here: differentiation confirmed by MAC1 staining
# Numbers without * were called inactive; i = inactive; ? = inconclusive; · = no result given.
# Start of the data: the first two compounds, to show the layout:
SMILES,Dynein cargo inh,Dynein cargo inh cytoplasmic EGFP,Dynein cargo inh nuclear GR-EGFP,Dynein cargo inh cell count,human PMI inhibition,Hep lipid drop,Hep lipid drop cells 6.5 µM,Insulin prom up,Insulin prom up cell count,TNAP activators,Myeloid diff 2,Myeloid diff 2 GFP+ MAC1+ %,MT stabilizer,MT stabilizer Hoechst-high %,MT stabilizer cytotoxicity %,T cell modulator,T cell modulator vesicle-bound %,bCat nuc transl,bCat nuc transl cell count 5 µM
COc1ccc(-c2nnc(SCC(=O)NNC(=O)Cc3ccccc3)n2C)cc1OC,-0.103,-0.258,-0.296,0.192,19.3%,14.0,689,-0.1,1419,2.4,i,0.7,4.3,3.0,7.4,i,30.7,-0.9,1106
Cn1c(C(=O)OCC(=O)NCc2ccco2)cc2sccc21,0.0446,-0.0703,-0.186,-0.182,-8.1%,·,·,0.69,1114,1.2,i,6.2,2.5,1.8,4.8,·,·,8.8,1092

# Results (from the top)
SMILES,Dynein cargo inh,Dynein cargo inh cytoplasmic EGFP,Dynein cargo inh nuclear GR-EGFP,Dynein cargo inh cell count,human PMI inhibition,Hep lipid drop,Hep lipid drop cells 6.5 µM,Insulin prom up,Insulin prom up cell count,TNAP activators,Myeloid diff 2,Myeloid diff 2 GFP+ MAC1+ %,MT stabilizer,MT stabilizer Hoechst-high %,MT stabilizer cytotoxicity %,T cell modulator,T cell modulator vesicle-bound %,bCat nuc transl,bCat nuc transl cell count 5 µM
COc1ccc(-c2nnc(SCC(=O)NNC(=O)Cc3ccccc3)n2C)cc1OC,-0.103,-0.258,-0.296,0.192,19.3%,14.0,689,-0.1,1419,2.4,i,0.7,4.3,3.0,7.4,i,30.7,-0.9,1106
Cn1c(C(=O)OCC(=O)NCc2ccco2)cc2sccc21,0.0446,-0.0703,-0.186,-0.182,-8.1%,·,·,0.69,1114,1.2,i,6.2,2.5,1.8,4.8,·,·,8.8,1092
Cc1cc(C)n(CCNC(=O)c2cc(COc3ccc4ncccc4c3)on2)n1,-0.553,-0.218,-0.375,-0.212,·,9.1,701,-0.62,1084,·,i,0.6,·,·,·,i,44.2,1.2,1346
CCCCn1c(N)c(N(CCC(C)C)C(=O)CSc2nnc(Nc3ccccc3)s2)c(=O)[nH]c1=O,1.21,-0.193,0.53,0.197,-15.1%,-2.0,674,-0.4,1200,1.1,i,1.0,2.2,1.9,8.6,i,60.6,-1.8,1111
Cc1n[nH]c(C)c1CCC(=O)N/N=C/c1c(C)[nH]c2ccccc12,-0.396,-0.245,0.342,-0.266,·,17.4,699,·,·,·,i,0.5,·,·,·,i,52.0,1.8,1225
CCn1c(CCNC(=O)c2ccc(C)cc2)n[nH]c1=S,0.0508,-0.223,0.155,-0.964,-2.4%,·,·,0.06,1315,0.9,i,1.0,2.2,3.5,13.6,i,3.3,-3.6,572
Cn1cccc1/C=N/n1c(-c2ccc(Cl)cc2)n[nH]c1=S,1.37,-0.177,0.387,-1.5,17.2%,1.5,720,1.03,1790,0.7,i,0.5,2.1,1.6,7.5,i,34.9,-1.0,1110
COc1ccc2c(Cl)c(C(=O)OCC(=O)c3ccc4c(c3)NC(=O)CO4)sc2c1Cl,-2.74,2.01,-0.681,-0.0864,·,10.1,653,0,967,·,i,0.6,·,·,·,·,·,-1.0,1335
COc1ccc(S(=O)(=O)N(C)CC(=O)NCc2cccnc2)cc1Cl,-0.521,-0.222,-0.375,0.0444,18.3%,-19.8,743,1.19,824,1.1,i,1.4,3.8,1.7,5.1,i,43.6,1.4,1158
Cc1ccccc1OCC(=O)Nc1ccc(N2CCN(C(=O)C(C)C)CC2)c(Cl)c1,-0.679,-0.178,-0.269,-0.137,-3.4%,·,·,-0.52,1449,1,i,0.0,2.5,2.2,14.4,i,61.5,0.5,1296
CCCn1c(SCC(=O)Nc2cccc(C)n2)nnc1C(C)C,-0.875,-0.364,-0.292,1.39,-3.6%,-0.9,708,0.26,1250,1.1,i,0.1,2.9,1.9,7.0,i,33.4,-1.7,1091
O=C(Cn1ncc(Cl)c(Cl)c1=O)NCC1CCCCC1,-6.2*,0.855*,-2.76*,0.935*,-7.2%,-3.3,607,?,·,1.2,?,·,2.9,2.2,2.8,i,55.3,36.2,100
O=C(Nc1c(C(=O)O)[nH]c2ccccc12)NC1CCCCC1,-0.584,-0.16,-0.483,-1.4,-31.3%,·,·,0.8,1006,1,i,1.0,3.6,1.2,6.1,i,57.5,-2.4,831
COc1ccc(OC)c(C(c2nnnn2CCc2ccccc2)N2CCN(c3ccccc3)CC2)c1 (stereo not drawn),-0.573,-0.205,-0.172,0.162,8.4%,·,·,-0.6,1133,1.1,i,1.4,1.6,2.7,11.8,i,13.6,-1.5,1118
Clc1ccc(COc2cccc(CNCc3ccncc3)c2)cc1,2.44,-0.109,1.75,-1.61,-4.7%,·,·,-2.32,1146,1.1,i,0.2,3.7,1.4,1.1,i,58.8,1.2,1635
CC(C)(C)c1[nH]nc2c1C(c1ccc(OC(=O)c3ccco3)cc1)C(C#N)=C(N)O2 (stereo not drawn),-0.585,-0.196,-0.0466,-0.051,23.4%,·,·,·,·,0.9,i,0.6,5.4,3.3,6.4,i,45.7,·,·
Cc1ccc(-c2nc(NCc3ccco3)n(C(=O)c3ccco3)n2)cc1,3.34,-0.18,2.29,-0.798,-8.1%,-1.5,706,-0.17,1294,1.1,i,0.3,3.5,1.9,0.6,i,34.5,1.2,1099
CC(C)(C)NC(=O)C(=O)NCc1ccccn1,-0.00955,0.437,0.041,1.04,-0.9%,11.8,703,-0.08,1304,1,i,0.4,2.7,2.3,1.7,i,9.2,-1.2,1076
Cn1cnnc1SCC(=O)c1c(N)n(Cc2ccccc2)c(=O)n(C)c1=O,0.0078,-0.326,-0.15,0.129,-26.7%,-18.3,698,-0.59,1274,1,i,0.2,2.6,1.0,11.5,i,36.3,-0.1,1132
C=CCSc1nc(=O)n2ccccc2n1,0.185,-0.28,0.367,0.228,0.1%,9.4,680,-0.17,1272,1.1,i,0.2,4.7,1.3,5.7,i,61.9,0.1,1116
COC(=O)c1cccc(NC(=O)Nc2ccc(Cl)cc2Cl)c1,0.48,-0.263,0.233,0.308,·,10.0,788,-1.84,864,·,i,0.5,·,·,·,i,58.2,0.7,1321
CCOC(=O)/C(C#N)=N/Nc1ccccc1OC,2.02,-0.248,0.945,-1.06,17.1%,-16.6,589,-0.21,1301,1.1,i,0.5,4.6,1.4,2.8,i,3.5,-0.1,884
COc1ccc(NC(=O)CN(C)S(=O)(=O)c2ccc3c(c2)CCC(=O)N3)c(OC)c1,-0.328,-0.138,-0.164,-0.128,-1.7%,·,·,-0.5,969,1.1,i,2.4,3.6,3.0,4.9,i,45.2,·,·
N[C@@H](Cc1cc(I)c(O)c(I)c1)C(=O)O,0.0557,-0.239,0.49,0.22,-7.9%,-11.9,648,·,·,1.1,i,3.7,6.1,3.2,4.6,i,36.2,·,·
COC(=O)c1ccc(Oc2ccc3nncn3n2)cc1,-0.454,-0.103,0.0503,0.531,-2.5%,9.0,729,·,·,1.1,i,2.2,3.7,1.7,6.9,i,29.7,1.2,922
CC(=O)Nc1ccc(S(=O)(=O)N(C)CC(=O)OCC(=O)Nc2ccc3c(c2)OCO3)cc1,-0.353,-0.206,-0.415,0.389,4.7%,0.3,670,0.51,1283,1,i,1.2,1.7,3.7,8.1,i,42.4,-2.2,950
Cc1ccc(/C=C(/NC(=O)c2ccccc2)C(=O)NCCc2c[nH]c3ccccc23)o1,0.203,-0.219,0.627,0.0891,8.4%,·,·,1.46,1293,1.1,i,0.4,2.5,1.6,1.6,i,50.3,-1.9,1474
Cc1c(C)n(C(=O)CSc2nccn2C)c2ccccc12,0.788,-0.104,1.11,-1.54,-2.5%,·,·,-0.15,1035,1,i,0.6,4.6,2.4,10.5,i,44.1,1.4,1139

# Some of these compounds in order of the MT stabilizer Hoechst-high % value, smallest number first:
mol	Dynein cargo inh	Dynein cargo inh cytoplasmic EGFP	Dynein cargo inh nuclear GR-EGFP	Dynein cargo inh cell count	human PMI inhibition	TNAP activators	Myeloid diff 2 GFP+ MAC1+ %	MT stabilizer Hoechst-high %	T cell modulator	T cell modulator vesicle-bound %
CCOC(=O)/C(C#N)=N/Nc1ccccc1OC	2.02	-0.248	0.945	-1.06	17.1%	1.1	0.5	1.4	i	3.5
Cn1c(C(=O)OCC(=O)NCc2ccco2)cc2sccc21	0.0446	-0.0703	-0.186	-0.182	-8.1%	1.2	6.2	1.8	·	·
O=C(Cn1ncc(Cl)c(Cl)c1=O)NCC1CCCCC1	-6.2*	0.855*	-2.76*	0.935*	-7.2%	1.2	·	2.2	i	55.3
CC(=O)Nc1ccc(S(=O)(=O)N(C)CC(=O)OCC(=O)Nc2ccc3c(c2)OCO3)cc1	-0.353	-0.206	-0.415	0.389	4.7%	1	1.2	3.7	i	42.4

# Assay outcomes from PubChem BioAssay.
